# Source: PubChem (several laboratories)
# HePTP inhibitor: blocks human HePTP tyrosine phosphatase | P35236 | recombinant HePTP phosphatase activity, OD absorbance | inhibition, % at 20 µM | actives 0.64% (n = 110,000); in the data active = inhibition above about 50%;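 also: plate controls were vehicle for no effect and reference inhibitor for full effect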
# Target sequence (P35236 whole entry, looked up): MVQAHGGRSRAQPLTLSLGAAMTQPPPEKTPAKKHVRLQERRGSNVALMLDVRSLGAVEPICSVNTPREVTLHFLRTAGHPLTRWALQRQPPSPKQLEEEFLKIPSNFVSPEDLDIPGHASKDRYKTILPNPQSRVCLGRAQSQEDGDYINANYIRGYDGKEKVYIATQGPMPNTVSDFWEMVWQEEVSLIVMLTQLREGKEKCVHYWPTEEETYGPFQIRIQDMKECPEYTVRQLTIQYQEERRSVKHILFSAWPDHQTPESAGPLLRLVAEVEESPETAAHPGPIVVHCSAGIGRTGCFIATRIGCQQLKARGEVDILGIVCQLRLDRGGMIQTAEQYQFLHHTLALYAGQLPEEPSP
# BAP1 inh: blocks human BAP1 ubiquitin-AMC hydrolysis. Q92560. recombinant BAP1, Ub-AMC hydrolysis fluorescence kinetic; stronger effect = lower value. activity remaining (% of control), % at 20 µM. actives 0.48% (n = 72,000). AID 436;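 active = activity remaining at or below 50% of control, provided the compound also passes the data quality filters; inactive = the rest, including low values that fail the filters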;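 also: 100% = DMSO wells rate and 0% = substrate alone blank rate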
# Active calls of the source: *; x = no result given; & = joins results of further samples.
SMILES | HePTP inhibitor | BAP1 inh
c1ccc(-n2nnnc2OCCOc2nnnn2-c2ccccc2)cc1 | 4 | 84
COc1ccccc1N(CC(O)CN1CCCCC1)S(=O)(=O)c1ccccc1 (stereo not drawn) | 4 | x
CC1(C)SCC2C(=O)N3C(CSC3(C)C)C(=O)N21 (stereo not drawn) | 8&3 | 110
O=C1C(Cl)=C(Nc2ccccc2)C(=O)N1c1ccc(Cl)cc1 | x | 55
Cc1ccc(CSc2nnc(-c3cccs3)n2C)cc1 | 7 | 97
CCOc1cc(/C=C2\C(=O)NN(c3ccccc3)C2=O)cc(Br)c1O | 9 | x
CCN(CC(=O)N1CCOCC1)S(=O)(=O)c1ccc(C)cc1 | 8 | 133
O=C(O)C12c3ccccc3C(C(=O)O)(c3ccccc31)c1ccccc12 | -2 | x

# Single records (already shown). Screens in order: HePTP inhibitor	BAP1 inh
# Listed for CCN(CC(=O)N1CCOCC1)S(=O)(=O)c1ccc(C)cc1 = 8	133
# Listed for CCOc1cc(/C=C2\C(=O)NN(c3ccccc3)C2=O)cc(Br)c1O = 9	x
# Listed for c1ccc(-n2nnnc2OCCOc2nnnn2-c2ccccc2)cc1 = 4	84
# Listed for O=C(O)C12c3ccccc3C(C(=O)O)(c3ccccc31)c1ccccc12 = -2	x
# Listed for O=C1C(Cl)=C(Nc2ccccc2)C(=O)N1c1ccc(Cl)cc1 = x	55

# Later entries:
SMILES | HePTP inhibitor | BAP1 inh
COc1ccc(-c2cc(-c3c(O)c(OC)c4occc4c3OC)[nH]n2)cc1OC | -1&3 | 119
O=C(Nc1ccc(Cl)c(Cl)c1)Nc1nnc(-c2ccccc2)s1 | -18 | x
CCC(=O)c1ccc(O)cc1 | 7 | 79
N/C(=N\OC(=O)CCc1ccccc1)c1ccc(Br)cc1 | 2 | x
Cc1ccc(SCC(=O)N2CC(C)OC(C)C2)cc1 (stereo not drawn) | -5 | 60
CCC(C)c1c(O)nc(SCC(=O)c2ccccc2)[nH]c1=O (stereo not drawn) | -2&-3 | 83
O=C1C(=O)N(c2nccs2)C(c2ccc(F)cc2)/C1=C(/O)c1ccc(Cl)cc1 (stereo not drawn) | -13 | x
COC(=O)c1ccc(C(=O)OC)c(NC(=O)COc2cc(C)cc(C)c2)c1 | 7 | x
CSc1ccc(Cn2nnc(C(=O)NCc3ccccc3)c2N)cc1 | 13 | 94
Cc1ccc(S(=O)(=O)OCCOS(=O)(=O)c2ccc(C)cc2)cc1 | 5 | x
O=C(O)CN1C(=O)/C(=C2\SC(=S)NC2=O)c2ccccc21 | -9 | x
COc1ccc(N2C(=O)CCC(C(=O)NCCN3CCOCC3)C2c2ccc(OC)c(OC)c2)cc1 (stereo not drawn) | -9 | 92
O=C(O)CC1(Cc2nc(-c3cccs3)no2)CCCC1 | -1 | 102
O=C(COc1ccccc1)Nc1ccccc1C(=O)Nc1ccc(C(=O)O)cc1 | 9 | x
O=C(CCCn1c(SCC(=O)c2ccc(F)cc2)nc2ccccc2c1=O)NCc1ccco1 | 3 | 99
COc1ccc(Nc2cc(C(=O)NCCCN3CCN(C)CC3)c3ccccc3n2)c(OC)c1 | -1 | 88
O=C(NCCCN1CCCCCC1)C1CC(=O)N(C2CCCC2)C1 (stereo not drawn) | 9 | 116
COc1cc(/C=C2/C(=O)NC(=O)N(c3ccc(C)cc3)C2=O)ccc1OCCOc1ccc([N+](=O)[O-])cc1 | -16 | x
O=C(Cn1cnc2c(nnn2Cc2ccccc2)c1=O)c1ccc(Cl)cc1 | 12 | 92
CCC1(C)CC(CCNCc2ccc(N(C)C)cc2)(c2ccc(OC)cc2)CCO1 (stereo not drawn) | 9 | x
Cc1ccccc1Nc1nc(N)nc(CN2CCN(c3ccccn3)CC2)n1 | 4 | 78
CCCc1cc(=O)n2[nH]c(NCc3c(Cl)cccc3Cl)nc2n1 | 8 | 102
Cc1ccc(C(=O)Nc2ccc(N3CCOCC3)cc2)cc1 | -4&-27 | 85&84
Cc1ccc(-c2nnn(CC(=O)NCc3ccccc3)n2)c(-n2cnnn2)c1 | 1 | 100
COc1ccc(CC(=O)NCc2ccccc2)cc1S(=O)(=O)N1CCOCC1 | 12 | 121
CCCc1ncc(C(O)c2cccc3ccccc23)n1C (stereo not drawn) | 1 | 77
CC(=O)Nc1cccc(NC(=O)c2c(-c3ccccc3)noc2C)c1 | 7 | 101
CCC(=O)c1ccc(N2CCN(C(=O)c3ccc(F)cc3F)CC2)c(F)c1 | 9 | x
N#Cc1ccc(N=c2oc3ccccc3cc2-c2nc3ccccc3[nH]2)cc1 | x | 96
CCCc1nnc(NC(=O)CN2CCOCC2)s1 | 6 | 98
O=C(Oc1ccccc1)c1c(Cl)cccc1P(=O)(O)O | -2 | 125
COC(=O)C1=C(C)N(c2ccc(C)c(C)c2)/C(=C\c2ccc(OCC(=O)Nc3ccccc3OC)cc2)C1=O | 0 | x
CC1(CC(=O)N/N=C/c2ccc(-c3ccc(Cl)cc3)o2)OCCO1 | 11 | x
Cc1cccc(-n2nc3c(c2NC(=O)c2ccc(Br)o2)CSC3)c1 | -7 | 68
Cc1sc2nc(-c3ccc(-c4cccc([N+](=O)[O-])c4)o3)[nH]c(=O)c2c1C | -11 | x
Cc1ccccc1C(OCCN(C)C)c1ccccc1 (stereo not drawn) | -5 | 68&87
Cn1c(=O)oc2cc(S(=O)(=O)N3CCN(c4ccccc4)CC3)ccc21 | -12 | 91
N#CCC(Cc1ccccc1)c1ccc2c(c1)OCO2 (stereo not drawn) | x | 60
COc1ccc(OC)c(S(=O)(=O)n2c(C)nc3ccccc32)c1 | 4 | x
O=c1c2nnn(Cc3ccc(Cl)cc3)c2ncn1Cc1ccc(F)cc1 | -6 | 86

# Quoted from the listing.
# Result of CCC1(C)CC(CCNCc2ccc(N(C)C)cc2)(c2ccc(OC)cc2)CCO1 (stereo not drawn) under HePTP inhibitor: 9
# Result of O=C1C(Cl)=C(Nc2ccccc2)C(=O)N1c1ccc(Cl)cc1 under BAP1 inh: 55

# Continuation:
SMILES | HePTP inhibitor | BAP1 inh
Cn1c(SCC(=O)NCc2ccccc2)nnc1C1CC1 | 0 | 97
CC1=C(C(=O)OCc2ccccc2)C(c2ccco2)n2ncnc2N1 (stereo not drawn) | 9 | 93
O=C(CN(Cc1ccccc1)S(=O)(=O)c1ccccc1)Nc1cccc(Cl)c1 | -7 | x
CCOc1ccc(C2C(C#N)=C(N)N3C(=C2C#N)Sc2ccccc23)cc1 (stereo not drawn) | 2 | 75
COc1ccc(S(=O)(=O)N(CC(=O)Nc2cccc3ccccc23)c2ccc(C)cc2)cc1OC | -7 | x
CC(=O)Nc1ccc(C(=O)Nc2ncc([N+](=O)[O-])s2)cc1 | 4 | x
CS(=O)(=O)N(CCc1ccccc1)CC(=O)Nc1ccc2c(c1)OCO2 | 8 | x
O=C(c1cccc(COCC(F)(F)C(F)F)c1)N1CCN(c2ccccc2)CC1 | 13 | 130
O=C(c1ccco1)N1CCN(c2c(-c3ccccc3)c3cc(Cl)ccc3[nH]c2=O)CC1 | 12 | x
Cc1ccc(N=C2NC(=O)/C(=C/c3ccc(O)cc3)S2)cc1C | -1 | x
CSc1cccc(NC(=O)Cn2cccc2)c1 | -4 | 90
CCOC(=O)C(CCOCCOc1c(C)cc(C)cc1C)C(=O)OCC | -1 | x
O=[N+]([O-])c1ccc2c(c1)C(C#Cc1ccccc1)C1CCCCC1(N1CCOCC1)O2 (stereo not drawn) | -8 | x
COc1cc(OC)c(OC)cc1CN1CCN(Cc2cccnc2)CC1 | -3 | x
Cc1ccccc1NC(=O)C(=O)NCc1ccco1 | 5 | x
Cc1ccc(-c2cnc(NC(=O)CCC(=O)N3CCCCC3)n2C)cc1 | -7 | 96
Cc1ccc(C(=O)Nc2ccccc2N2CCN(C(=O)C(C)C)CC2)cc1C | 11 | 94
C#CCN(C)CCCOc1ccc(Cl)cc1Cl | x | 93
O=C(Oc1nsnc1N1CCCCC1)N1CCOCC1 | x | 99
Cc1noc(C)c1CSc1nc2ccccc2n1C | -2 | 125
Cc1cccc(Nc2nc(N)nc(CN3CCN(Cc4ccc5c(c4)OCO5)CC3)n2)c1 | -3 | 105
COc1ccc(/C(O)=C2/C(=O)C(=O)N(CCCC(=O)O)C2c2ccc(OC)c(OC)c2)cc1 (stereo not drawn) | 4 | 81
Cc1ccc(OCC(=O)Nc2ccc(F)cc2F)c(C)c1 | -12 | x
CCCc1[nH]nc2c1C(CCc1ccccc1)C(C#N)=C(N)O2 (stereo not drawn) | -5 | 75
COc1ccc(/C=C/C(=O)NCc2ccccc2C)cc1 | 4 | x
CC(NC(=O)c1cc2c(=O)n(C)c3ccccc3c2n1C)c1ccc2c(c1)OCCO2 (stereo not drawn) | 8 | 86
COC(=O)C1=CNC=C(C(=O)OC)C1c1cccs1 | 6 | x
COCCOC(=O)C1=C(C)OC(N)=C(C#N)C1c1ccco1 (stereo not drawn) | 0 | 117
CC1(C)Cc2ccccc2C(Nc2nc(-c3ccccc3)cs2)=N1 | -2 | x
CCOC(=O)NC(Nc1nc2ccccc2s1)(C(=O)OCC)C(F)(F)F (stereo not drawn) | -10 | 97
O=C(Nc1ccc(-c2nc3ccc(NC(=O)c4ccccc4[N+](=O)[O-])cc3[nH]2)cc1)c1ccccc1[N+](=O)[O-] | 7 | x
CCOC(=O)C(CCCCCOc1cccc(Cl)c1)C(=O)OCC | 3 | x
O=C(NCCc1cn2ccsc2n1)C1CCCCC1 | 5 | 96
O=C1/C(=C/c2ccc(I)o2)SC(=S)N1Cc1ccccc1 | 19 | x
Cc1cccc(C)c1NC(=O)C(NC=O)c1ccc(N(C)C)cc1 (stereo not drawn) | 6 | 80
CCCCOc1ccc(NC(=O)COc2ccccc2OC)cc1 | -14 | x
O=C1[C@@H]2Cc3ccccc3CN2C(=O)N1c1cccc(F)c1 | -6 | 102
C/C(=N\NS(C)(=O)=O)c1ccccc1 | -1 | x
COc1cc2c(cc1NC(=O)c1ccccc1[N+](=O)[O-])oc1ccccc12 | 5 | x
O=C(N/N=C/c1ccc(O)cc1)C(O)C(O)C(=O)N/N=C/c1ccc(O)cc1 (stereo not drawn) | 12 | x
CCOC(=O)c1nn(-c2ccccc2)c(=O)c2c(N)scc12 | 4 | x
Cc1cc(C(F)F)n2nc(C(=O)Nc3ccc(S(=O)(=O)N4CCCC4)cc3)nc2n1 | 1 | 91
COc1ccc(C2C(C(=O)Nc3cccnc3)=C(C)Nc3nc(-c4cccs4)nn32)cc1OC (stereo not drawn) | 9 | 91
CCOc1ccc2nc(SCc3ccc(Cl)cc3)nc(C)c2c1 | -6 | x
C=CCc1cc(/C=C2\C(=O)NC(=O)N(c3cc(C)cc(C)c3)C2=O)cc(OCC)c1OCC(=O)O | -1 | x
COc1ccc(N2C(=O)c3ccc(C(=O)Nc4ccc(NC(C)=O)cc4)cc3C2=O)cc1 | -10 | x
COC(=O)c1ccc(C)c(NC(=O)c2c(-c3ccccc3)noc2C)c1 | 5 | 108
COc1cc2c(cc1NC(=O)CC(C)=O)oc1ccccc12 | 5 | x
CCOC(=O)N/N=C(\C)C12CC3CC(CC(C3)C1)C2 | 7 | x
COc1ccc(NC(=O)c2cc(C3CC3)on2)c(OC)c1 | 8 | 91
c1coc(CNc2nc3sc4c(c3c3ncnn23)CCCC4)c1 | 6 | x
N#C/C(=C\c1ccc(-c2ccc(Cl)cc2)o1)C(N)=O | 8 | x
O=C(Cc1cccs1)N1CCN(C(=O)C2CCCO2)CC1 (stereo not drawn) | 2 | 84
CC(=O)NN(c1ccccc1)C1CC(C)N(c2ccccc2)N1C(C)=O (stereo not drawn) | -2 | x
Cc1ccc(OCC(=O)N/N=C\c2ccccc2C)cc1 | -4 | x
CC(=O)N1CSCC1C(=O)O (stereo not drawn) | 3 | 105

# The results go on.
SMILES | HePTP inhibitor | BAP1 inh
Cc1ccc2c(c1)NCC(C(=O)NC1CCCCC1)O2 (stereo not drawn) | 3 | 146
OC(COCC1CC=CCC1)Cn1cnc2ccccc21 (stereo not drawn) | 5 | 113
CC(=O)c1cccc(NC(=S)NCc2ccccc2)c1 | -9 | x
O=C(CSc1ncccn1)Nc1ccccc1 | 5 | 91
CCS(=O)(=O)NCc1csc(-c2ccccc2)n1 | 0 | 104
COc1cccc(Cn2nnc(C(=O)NCc3ccccc3Cl)c2N)c1 | 6 | 101
CCCn1c(NCc2cccc(OC)c2O)nc2ccccc21 | 4 | 108
Cc1ccc(/C=C(/C#N)C(=O)OC(C)C)o1 | -8 | x

# The last 3 compounds of the section before are carried over, then new ones follow:
SMILES | HePTP inhibitor | BAP1 inh
COc1cccc(Cn2nnc(C(=O)NCc3ccccc3Cl)c2N)c1 | 6 | 101
CCCn1c(NCc2cccc(OC)c2O)nc2ccccc21 | 4 | 108
Cc1ccc(/C=C(/C#N)C(=O)OC(C)C)o1 | -8 | x
COc1cc(OC)cc(C(=O)N2CCN(C3CCC(c4ccccc4)CC3)CC2)c1 (stereo not drawn) | 6 | x
Cc1c(NC(=O)c2cnn3c2NC(c2ccco2)CC3C(F)(F)F)c(=O)n(-c2ccccc2)n1C (stereo not drawn) | 5 | 112
O=C(CC1(C(F)(F)F)NCCO1)c1cccs1 (stereo not drawn) | -9 | x
CN(C)c1ccc(/C=C/c2nc3ccccc3c(=O)n2-c2cccc3ccccc23)cc1 | -9 | x
Cc1ccc(S(=O)(=O)N2CCN(C(C)C)CC2)cc1 | -19 | x
